Source: PubChem BioAssay
OX1R antag: human HCRTR1 antagonism | O43613 | CHO/OX1R cells, Fluo-8 calcium fluorescence, orexin A | inhibition, % at 5 µM | actives 0.43% (n = 330,000) | AID 434989;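 active = inhibition above its plate's threshold, mean inhibition of all tested compounds on the plate plus 3 SD, cut at about 37% in these data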;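 also: 0% = orexin A challenge wells and 100% = SB-334867-A antagonist wells; not every result past the cut was called active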
Target sequence (O43613 whole entry, looked up): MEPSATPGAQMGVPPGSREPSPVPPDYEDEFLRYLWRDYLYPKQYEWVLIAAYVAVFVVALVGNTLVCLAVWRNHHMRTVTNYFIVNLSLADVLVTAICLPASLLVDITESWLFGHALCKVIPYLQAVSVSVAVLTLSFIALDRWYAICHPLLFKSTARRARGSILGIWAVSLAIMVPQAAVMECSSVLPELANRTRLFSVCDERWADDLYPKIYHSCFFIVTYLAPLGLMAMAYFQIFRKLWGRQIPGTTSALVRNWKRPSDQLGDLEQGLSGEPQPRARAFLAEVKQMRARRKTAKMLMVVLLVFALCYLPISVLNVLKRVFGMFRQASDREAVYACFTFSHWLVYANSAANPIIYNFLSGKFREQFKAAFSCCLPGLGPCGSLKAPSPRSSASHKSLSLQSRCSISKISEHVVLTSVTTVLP
CHT allo act: human CHT allosteric activation; actives 0.49% (n = 310,000); AID 488977; CHT-expressing cells, membrane potential dye, choline EC20; stronger effect = higher value; LV-AA mutant CHT in HEK293 cells; B-score at 10 µM; Q9GZV3;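 active = initial fluorescence not abnormally high and integrated response B-score, plate-corrected, over 3 SD above library mean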
Target sequence (Q9GZV3 whole entry, looked up): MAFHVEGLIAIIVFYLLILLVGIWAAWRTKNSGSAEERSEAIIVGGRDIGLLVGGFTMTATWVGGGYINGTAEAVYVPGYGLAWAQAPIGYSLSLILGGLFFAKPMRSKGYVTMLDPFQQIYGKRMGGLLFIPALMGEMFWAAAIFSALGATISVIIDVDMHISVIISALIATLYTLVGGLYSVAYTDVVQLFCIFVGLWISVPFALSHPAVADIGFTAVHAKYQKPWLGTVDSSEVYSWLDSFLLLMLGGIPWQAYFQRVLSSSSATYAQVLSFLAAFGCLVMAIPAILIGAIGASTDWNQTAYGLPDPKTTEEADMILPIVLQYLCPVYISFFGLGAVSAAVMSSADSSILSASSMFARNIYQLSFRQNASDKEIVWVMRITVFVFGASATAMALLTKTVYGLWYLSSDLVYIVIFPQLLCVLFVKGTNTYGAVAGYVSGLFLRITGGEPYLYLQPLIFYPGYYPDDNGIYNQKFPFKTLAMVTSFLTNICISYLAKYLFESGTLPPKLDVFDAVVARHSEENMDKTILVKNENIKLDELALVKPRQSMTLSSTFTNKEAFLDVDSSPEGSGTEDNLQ
Numbers without * were called inactive; i = inactive; nt = not tested or not shown.

Start of the listing, in advance:
Below each SMILES: CHT allo act | OX1R antag
COc1ccc(C(C(=O)NC2CCCCC2)N(Cc2ccco2)C(=O)CNC(=O)c2ccco2)cc1 (configuration not stated)
 : i | -34
CCC(C)NC(=O)C1=C(C)C(=O)OC12CCC(C)CC2 (configuration not stated)
 : i | -20
CC(C)C[C@H](NC(=O)c1nc[nH]c1C(=O)N1CCNCC1)C(=O)OCc1ccccc1
 : i | -5
Cc1cc(C)cc(NC(=O)CN2CCN(C(=O)C3CCCO3)CC2)c1 (configuration not stated)
 : i | 3
Cc1cc2occ(CC(=O)N(CC(C)C)c3c(N)n(Cc4ccccc4)c(=O)[nH]c3=O)c2cc1C
 : i | -23
CCOc1ccccc1CN1CCN(Cc2ccc3cccc(OC)c3n2)CC1CCO (configuration not stated)
 : i | nt
Cc1ccc(-n2c(=O)[nH]c3cc(C(=O)NC4CCN(Cc5ccccc5)CC4)ccc3c2=O)cc1
 : i | -21

This part in full (from the top)
Below each SMILES: CHT allo act | OX1R antag
COc1ccc(C(C(=O)NC2CCCCC2)N(Cc2ccco2)C(=O)CNC(=O)c2ccco2)cc1 (configuration not stated)
 : i | -34
CCC(C)NC(=O)C1=C(C)C(=O)OC12CCC(C)CC2 (configuration not stated)
 : i | -20
CC(C)C[C@H](NC(=O)c1nc[nH]c1C(=O)N1CCNCC1)C(=O)OCc1ccccc1
 : i | -5
Cc1cc(C)cc(NC(=O)CN2CCN(C(=O)C3CCCO3)CC2)c1 (configuration not stated)
 : i | 3
Cc1cc2occ(CC(=O)N(CC(C)C)c3c(N)n(Cc4ccccc4)c(=O)[nH]c3=O)c2cc1C
 : i | -23
CCOc1ccccc1CN1CCN(Cc2ccc3cccc(OC)c3n2)CC1CCO (configuration not stated)
 : i | nt
Cc1ccc(-n2c(=O)[nH]c3cc(C(=O)NC4CCN(Cc5ccccc5)CC4)ccc3c2=O)cc1
 : i | -21
CC(C)C(=O)OC1CCS(=O)(=O)c2sccc21 (configuration not stated)
 : i | -3
COC(=O)c1ccc(NS(=O)(=O)c2ccccc2)o1
 : i | -11
COc1cc([N+](=O)[O-])ccc1N/C=C/C(=O)c1cccs1
 : i | -23
COc1ccc(Nc2oc(COc3ccccc3OC)nc2C#N)cc1
 : i | -11
CC(C)Cn1c(=O)c2c(nc3n2CCCN3Cc2ccccc2)n(C)c1=O
 : i | -32
COc1ccc(CCNC(=O)CSc2ccc(-c3ccco3)nn2)cc1OC
 : i | -10
CC(C)(C)OC(=O)N1CCC[C@H]1C(=O)N/N=C/c1ccc2ncccc2c1
 : i | 13
CS(=O)(=O)c1ccccc1COC(=O)Nc1ccc(Cl)cc1
 : i | -7
O=C(NCCCNC1CCCCC1)c1ccc(/C=N/O)nc1
 : i | 14
O=[N+]([O-])/C=C1\CCCCCN1
 : i | 6
COc1ccc(NC(=O)NCc2cccn2C)c(OC)c1
 : i | -8
O=C(CNC(=O)c1n[nH]c2ccccc12)Nc1cc(Cl)ccc1Cl
 : nt | 11
O=C1OCc2cccc3cccc1c23
 : i | -7
CCN1C(=O)C(CC(=O)NCc2ccc(Cl)cc2)N(CC)C1=O (configuration not stated)
 : i | 6
CCCCc1nnc(SCc2ccc(OCC)cc2)n1N
 : i | -9
CN(C(=O)COC(=O)c1cc(S(=O)(=O)N2CCCCC2)ccc1Cl)c1ccccc1
 : nt | -9
O=C(N/N=C/c1ccc2c(c1)OCO2)c1ccc2c(c1)OCO2
 : i | -8
Cc1cc(N2CCN(C)CC2)nc(=S)[nH]1
 : i | -7
O=C1C2C3C=CC(C4CC34)C2C(=O)N1c1cccc2ccccc12 (configuration not stated)
 : i | -22
CC(=O)Nc1ccc(S(=O)(=O)N2CCC(NC(=O)C(Cc3cccc(F)c3)NC(C)=O)CC2)cc1 (configuration not stated)
 : i | -3
O=C(NNC(=S)Nc1ccccc1)c1ccco1
 : i | -19
Cc1cc(Br)c2c(c1)/C(=C/C(=O)c1cccs1)C(=O)N2
 : i | 4
O=c1c2sccc2n(Cc2ccc(F)cc2)c(=O)n1-c1ccc(F)cc1
 : i | -5
FC(F)(F)c1ccccc1NC(=S)N1CCN(c2ccccn2)CC1
 : i | -15
O=C(NCCCN1CCCC1=O)c1csc2ccccc12
 : i | -6
CCOC(=O)c1cccc(P(=O)(C(C)(C)C)C(C)(C)C)c1
 : i | -4
O=C(COC(=O)CCc1ccccc1)NCc1ccc2c(c1)OCO2
 : nt | -11
O=C(NN1CCOCC1)c1cc(-c2ccc(Br)s2)nc2ccccc12
 : i | -28
CC(C)Cn1c(O)c(/C=C2\C=NN=C2c2ccccc2)sc1=S
 : i | -38
CCC(CO)NCC#Cc1ccccc1 (configuration not stated)
 : i | -25
CCC1(C)CC(=O)N(c2ccc(C(=O)O)c(O)c2)C1=O (configuration not stated)
 : i | -11
Cc1ccc(C(=O)OCC(=O)Nc2ccc(S(N)(=O)=O)cc2)c(O)c1
 : i | 1
C/C(=N/NC(=O)CSCc1ccc(Cl)cc1)c1cccc(NC(=O)c2ccccc2)c1
 : i | -13
CCCCCCn1c(N(CC)CC)nc2c1c(=O)[nH]c(=O)n2C
 : i | -25
Cc1noc(C)c1C(=O)Nc1nnc(-c2ccccc2)s1
 : i | -27
CC(O)c1cccc(NC(=O)C2CCCCC2)c1 (configuration not stated)
 : i | -12
Cc1nn(-c2ccccc2)c(C)c1/C=C/C(=O)OCC(=O)Nc1ncc(C(F)(F)F)cc1Cl
 : i | -10
Cc1ccc(NC(=O)C(C)N2C(=O)C3CC=C(Cl)CC3C2=O)cc1 (configuration not stated)
 : i | -24
CCc1cccc(OCC(=O)Nc2ccc(S(=O)(=O)Nc3ccccn3)cc2)c1
 : i | -12
C[C@H](NC(=O)OCc1ccccc1)c1nnc([C@H](C)NC(=O)OCc2ccccc2)o1
 : i | -21
Cc1ccc2c(c1)C(C)CC(C)(C)N2C(=O)CN1CCN(C)CC1 (configuration not stated)
 : i | -13
Cc1nc2cc(NC(=O)COc3ccccc3C#N)ccc2n1-c1ccccc1
 : i | 102*
CSc1nnc(-c2ccc(F)cc2)o1
 : i | -3
COC(=O)c1ccc(NC(=O)CSc2nncc3ccc(OC)c(OC)c23)cc1
 : i | -8
Cc1ccc(C(C)C)c(OCCNC(=O)c2cncc(Br)c2)c1
 : i | -4
N#CCCN(CCC#N)C(=O)c1ccc(Cl)cc1
 : i | -9
O=C(CS(=O)(=O)Cc1ccccc1)Nc1ccc(S(=O)(=O)N2CCCCCC2)cc1
 : i | 1
Cc1cc(C(=O)Nc2sc3c(c2C#N)CCCCC3)cs1
 : i | -39
CC(C)CNS(=O)(=O)c1ccc(CCC(=O)O)cc1
 : i | -3
CC(C)(C)N(Cc1cc2ccccc2[nH]c1=O)C(=O)C1CCCCC1
 : i | -34
CC(C)Cc1cc(C(C)(C)C)ccc1OC(=S)N(C)C
 : i | -32
CN(C)/N=C/C=C1\CCC/C(=C/c2cccs2)C1=O
 : i | -20
CCc1cccc(CC)c1NC(=O)C1CC(=O)N(c2ccc3c(c2)OCCO3)C1 (configuration not stated)
 : i | -53

Next part:
Below each SMILES: CHT allo act | OX1R antag
Cc1ccccc1NC(=O)C1Cc2ccccc2CN1C(=O)OCc1ccccc1 (configuration not stated)
 : i | -13
Cc1ccc(NC(=O)COc2ccc(Br)cc2C)cc1
 : i | -38
CCCNC(=O)C(=O)NCC1CCCN1CC (configuration not stated)
 : i | -9
COCCN(CC(=O)Nc1cccc(C)c1C)C(=O)CN1C(=O)NC2(CCCCC2)C1=O
 : nt | -7
O=C1NC(=O)/C(=C\c2cn(CC(=O)N3CCOCC3)c3ccccc23)S1
 : i | 10
Cc1cccc(C(=O)NCC(=O)N2CCN(c3ccc(Cl)cc3)CC2)c1
 : i | -23
COc1ccc(N(C(C)C(=O)N2CCC(Cc3ccccc3)CC2)S(C)(=O)=O)cc1 (configuration not stated)
 : i | -22
CCCCn1c(=O)[nH]c2nc3cc(NC(C)=O)ccc3nc2c1=O
 : i | -3
CC(=O)Nc1ccc(OC(=O)c2cc([N+](=O)[O-])ccc2Cl)cc1
 : i | -12
CC(C)CCn1nc(C(=O)OC(C)C(=O)NC(N)=O)c2ccccc2c1=O (configuration not stated)
 : i | -44
CC(C)c1ccc(NC2=NCC(=O)N2Cc2cccs2)cc1
 : i | -29
Cc1ccc(-c2nnc(Cc3ccc([N+](=O)[O-])cc3)o2)cc1
 : i | -17
N#CC1=C2SCN(Cc3ccco3)CN2C(=O)CC1c1ccccc1F (configuration not stated)
 : i | -22
CCOc1ccc(NCc2nnc(SCC(=O)Nc3cc(C)on3)n2-c2ccc(OC)cc2)cc1
 : i | -31
NNC(=O)CCc1c[nH]c2ccccc12
 : i | -7

A few values from above.
Value for `NNC(=O)CCc1c[nH]c2ccccc12` in OX1R antag: -7
Value for `CC(=O)Nc1ccc(OC(=O)c2cc([N+](=O)[O-])ccc2Cl)cc1` in OX1R antag: -12

Full records, looked up by structure. Order of screens: CHT allo act | OX1R antag
`N#CC1=C2SCN(Cc3ccco3)CN2C(=O)CC1c1ccccc1F` (configuration not stated) is entered as i | -22
`CC(C)c1ccc(NC2=NCC(=O)N2Cc2cccs2)cc1` is entered as i | -29

The results go on:
Below each SMILES: CHT allo act | OX1R antag
O=C(O)c1cc(-c2cccs2)nc2ccc(F)cc12
 : i | 0
CCOC(=O)N1CCN(C(=O)c2cn(CC(C)C)c(=O)c3c2c2ccccc2n3C)CC1
 : i | -41
COc1ccc(C(=O)NCCNc2nc3cc(C)c(C)cc3cc2C)cc1
 : i | -1
Cc1cc(OC(C)C(=O)N(Cc2ccco2)C2CCS(=O)(=O)C2)ccc1Cl (configuration not stated)
 : i | -24
O=C(NC1CCCC1)C(c1ccccn1)N(C(=O)c1csnn1)C1CC1 (configuration not stated)
 : i | -7
O=C(CC(Cc1ccccc1)C(=O)O)Nc1ccc(F)cc1 (configuration not stated)
 : i | 3
O=c1c(Cc2ccccc2)c(O)ccn1Cc1ccco1
 : i | -10
Cc1cc(C)cc(S(=O)(=O)c2cn(C)c3cc(N4CCN(C)CC4)c(F)cc3c2=O)c1
 : i | -7
CC(=O)OCCn1c(Br)nc2c1c(=O)[nH]c(=O)n2C
 : i | -13
COc1ccc(CNC(=O)CSc2nnc(C)n2-c2ccc(F)cc2)cc1
 : i | -2
O=C(Nc1cccc(/C=C/c2nc3ccccc3c(=O)[nH]2)c1)c1ccccc1Cl
 : i | -24
Cc1ccc(N2CC(C(=O)Oc3cccc(N4C(=O)CCC4=O)c3)CC2=O)cc1 (configuration not stated)
 : i | -12
C=CCn1c(=O)[nH]c2cc(C(=O)N3CCN(c4cccc(Cl)c4)CC3)ccc2c1=O
 : i | -22
CCN(CC)C(=O)[C@H]1C[C@H](CC(=O)NCCN2CCOCC2)C(=O)N2CCc3c([nH]c4ccc(Cl)cc34)[C@]12C
 : nt | -31
O=C(NC1CC(=O)N(c2ccccc2)C1)C(=O)c1c[nH]c2ccccc12 (configuration not stated)
 : i | -4
CCOC(=O)C(NCCc1ccccc1)(NC(C)=O)C(F)(F)F (configuration not stated)
 : i | -1
O=C(O)C(=O)Nc1ccc(NC(=O)C(c2ccccc2)c2ccccc2)cc1
 : i | nt
O=C(Cn1cnnn1)NCc1ccccc1
 : i | -16
Cc1ccc(-c2nn(-c3ccccc3)cc2/C=N/NC(=O)CSc2nnc(C)n2-c2ccccc2)cc1
 : i | -20
CCCCNC(=O)Nc1nnc(-c2ccccc2)o1
 : i | -23
Cc1ccc(N(CC(=O)O)S(C)(=O)=O)cc1Cl
 : i | -3
CC(C)c1ccc(OCC(=O)Nc2ccccc2C(=O)N2CCOCC2)cc1
 : i | -28
CC(=O)Oc1ccc(-c2cccc(C(=O)NCC(=O)O)c2)cc1
 : i | -4
CC(C)(C)OC(=O)C[C@@H]1C/C=C\C[C@@H](CC(=O)N[C@@H](CO)Cc2ccccc2)C(=O)N2CCC[C@H]2COC1=O
 : nt | -23
CCCCN1CC(=O)N2[C@H](c3ccc(OC)cc3)[C@@H]3C(=O)N(CC)C(=O)[C@@H]3[C@]2(C)C1=O
 : i | -3
Cc1cccc(NC(=O)CSc2nc(COc3ccccc3)nc3ccccc23)c1C
 : i | -1
CCSc1nnc(NC(=O)C2Cc3ccccc3CN2C(=O)c2ccco2)s1 (configuration not stated)
 : i | -19
O=C(N1CCN=C1SCc1cccnc1)C12CC3CC(CC(C3)C1)C2
 : i | -24
CCOC(=O)c1c(C)[nH]c(C(=O)COC(=O)C2=NNC(=O)CC2)c1C
 : i | -18
CCN(CC)CCN(C(=O)c1ccc2c(c1)OCCO2)c1nc2ccc(C)cc2s1
 : i | 2
CCC(Sc1nccn1C)C(=O)Nc1cccc2ccccc12 (configuration not stated)
 : i | -15
O=CN1CC(=O)N(c2ccccc2)c2c([nH]c3ccccc23)C1
 : i | 0
COc1ccc(S(=O)(=O)Nc2cccc(-n3cnnn3)c2)cc1OC
 : i | -48
Cc1ccc(NC(=O)Cn2c(=O)oc3ccccc32)cc1C
 : i | -9
Nc1c(Cl)ncnc1NCCc1ccc(O)cc1
 : i | 12
CCCCCCCCc1nc(SC(C)C(=O)O)n[nH]1 (configuration not stated)
 : i | 2
Cc1ccc(-c2nnc(SCC(=O)N/N=C/c3ccccc3C(=O)O)n2C2CCCCC2)cc1
 : i | -11
Cc1ccccc1OCCC(=O)Nc1ccc2c(C)cc(=O)oc2c1
 : i | -11
Cc1ccc(C)c(N2CCN(S(=O)(=O)c3ccc4c(c3)C(C)(C)C(=O)N4C)CC2)c1
 : i | -3
OCC(CO)(CO)n1cnnn1
 : i | -3
CCOc1ccc(CN(C)C(=O)CN2C(=O)NC(c3ccccc3)(c3ccccc3)C2=O)cc1
 : nt | -32
CCCC(=O)N(CCN1CCOCC1)c1nc2c(OC)ccc(OC)c2s1
 : i | -27
CCCCOc1cccc(OCC(=O)Nc2nc3ccccc3[nH]2)c1
 : i | -25
